Compound activity deposited in PubChem by several laboratories.
p47phox inh = p47phox/p22phox peptide binding inhibitors, primary screen, biochemical, uHTS, NADPH oxidase regulatory subunit; Neutrophil cytosol factor 1 (Homo sapiens), P14598; fluorescence polarization, 2 h; inhibition, % at 24.7 µM; hit rate 0.53% among 220,000; AID 1274, 2008;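 active = inhibition above about 30%, limit read from the data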;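 note: 0% = p47phox with labelled peptide and 100% = labelled peptide alone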
Target sequence (P14598 whole entry, looked up): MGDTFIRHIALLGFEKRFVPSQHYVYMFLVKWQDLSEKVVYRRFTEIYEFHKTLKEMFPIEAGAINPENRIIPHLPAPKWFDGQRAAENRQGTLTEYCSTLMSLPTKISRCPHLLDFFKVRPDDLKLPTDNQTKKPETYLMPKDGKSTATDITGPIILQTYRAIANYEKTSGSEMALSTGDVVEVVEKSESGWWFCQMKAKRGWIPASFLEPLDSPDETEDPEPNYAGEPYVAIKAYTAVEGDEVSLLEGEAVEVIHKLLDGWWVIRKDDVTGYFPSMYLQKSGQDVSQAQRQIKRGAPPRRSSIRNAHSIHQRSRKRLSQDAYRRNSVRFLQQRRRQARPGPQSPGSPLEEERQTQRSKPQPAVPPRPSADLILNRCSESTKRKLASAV
Ba/F3 V617F tox = reduced viability of JAK2V617F-dependent Ba/F3 cells, primary screen, JAK2V617F inhibitor project, cell-based, Ba/F3 EpoR-JAK2V617F, luminescence; ATP luminescence; inhibition, % at 5.6 µM; hit rate 1.1% among 220,000; AID 1446, 2008;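 active = inhibition above the campaign mean plus 3 SD over all tested compounds, cut at about 24% in these data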;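 note: cytokine-independent growth of Ba/F3 cells driven by EpoR plus mutant JAK2; 0% = DMSO-treated cells and 100% = JAK inhibitor I control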
NPY1 pot ag = NPY-Y1 receptor potentiators or agonists, primary screen, cell-based; Neuropeptide Y receptor type 1 (Homo sapiens), P25929; NPY-Y1 expressing cells, potentiator/agonist activation; activation, % at 3.6 µM; hit rate 0.37% among 220,000; in the data active = activation above about 33%, passing the limit was not always enough;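 note: cells stimulated with NPY at EC10 then isoproterenol at EC100; 0% = low agonist plus stimulus and 100% = saturating agonist plus stimulus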
Target sequence (P25929 whole entry, looked up): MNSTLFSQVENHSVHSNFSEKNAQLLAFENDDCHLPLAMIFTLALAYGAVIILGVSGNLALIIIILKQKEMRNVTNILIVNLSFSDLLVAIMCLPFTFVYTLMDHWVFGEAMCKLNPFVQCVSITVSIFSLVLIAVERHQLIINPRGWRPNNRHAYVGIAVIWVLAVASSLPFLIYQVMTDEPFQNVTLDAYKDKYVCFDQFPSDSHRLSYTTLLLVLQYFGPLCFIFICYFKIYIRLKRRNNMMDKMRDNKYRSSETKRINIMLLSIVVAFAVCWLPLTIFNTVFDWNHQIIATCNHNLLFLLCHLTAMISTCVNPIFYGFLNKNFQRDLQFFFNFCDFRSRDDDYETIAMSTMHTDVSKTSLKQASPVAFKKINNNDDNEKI
BaF3 tox = parental Ba/F3 cell viability inhibition, counter-screen for JAK2V617F inhibitor project, murine pro-B, CellTiter-Glo luminescence; CellTiter-Glo ATP luminescence; inhibition, % at 5.6 µM; hit rate 1.1% among 220,000;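 active = inhibition above a per-campaign cutoff, the mean inhibition of all tested compounds plus 3 SD, cut at about 27% in these data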;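 note: 0% = DMSO wells and 100% = JAK Inhibitor I control wells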
S1P4 ag = S1P4 receptor agonists, primary screen, cell-based; S1P4-expressing cell line, agonist reporter assay; activation, % at 4.98 µM; hit rate 0.35% among 220,000; Sphingosine 1-phosphate receptor 4 (Homo sapiens), O95977; AID 1509, 2009; in the data active = activation above about 11%;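 note: 0% = DMSO vehicle and 100% = reference agonist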
NPY2 pot ag = NPY-Y2 potentiators or agonists, primary screen, cell-based; AID 1359, 2008; hit rate 0.45% among 220,000; Neuropeptide Y receptor type 2 (Homo sapiens), P49146; cells expressing NPY-Y2, potentiator/agonist read-out; activation, % at 3.6 µM; in the data active = activation above about 27%;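 note: cells stimulated with NPY near EC25 plus isoproterenol at EC100; 0% = vehicle plus submaximal agonist and 100% = vehicle plus saturating agonist; some results beyond the cut were filed as inactive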
CHOP inhibitor = inhibitors of CHOP promoter induction, primary screen, cell-based, unfolded protein response, luciferase reporter | CHO-K1 CHOP-promoter luciferase, tunicamycin-induced, 15-18 h | AID 2732, 2010 | hit rate 3.8% among 220,000 | inhibition, % at 10 µM;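 active = compounds that reduced the stress-induced luciferase reporter signal by more than about 70% of percent inhibition, limit read from the data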;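 note: 0% = tunicamycin plus vehicle and 100% = wells without tunicamycin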
NPY-Y1 antag = NPY-Y1 receptor antagonists, primary screen, cell-based; hit rate 1% among 200,000; inhibition, % at 3.6 µM; HEK293-CNG Y1 cells, membrane potential fluorescence; NPY at EC95, then isoproterenol; Neuropeptide Y receptor type 1 (Homo sapiens), P25929; AID 1040, 2008;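 active = inhibition above the campaign mean inhibition of all tested compounds plus 3 SD, cut at about 20% in these data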;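 note: 0% = DMSO wells given NPY plus isoproterenol and 100% = isoproterenol alone without NPY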
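Material: HEK293 Y1/CNG channel cell line | Also added: NPY (25 nM), isoproterenol (1 µM), Ro 20-1724 (25 µM) | Compound: One concentration, 3.6 µM, in 0.4% DMSO | Schedule: 3 h dye uptake, 1 h room-temperature compound, 45 min post-isoproterenol | Signal: Membrane-potential fluorescent dye readout | Read-out: % inhibition of NPY effect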
S1P4 antagonist = S1P4 receptor antagonists, primary screen, cell-based; Sphingosine 1-phosphate receptor 4 (Homo sapiens), O95977; S1P4-expressing cells, antagonist mode, reporter read-out; inhibition, % at 4.98 µM; hit rate 0.26% among 220,000; in the data active = inhibition above about 29%;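 note: 0% = wells stimulated with agonist and 100% = vehicle wells without agonist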
* marks the source's active call; other numbers are inactive results; . = no result given.

SMILES	p47phox inh	Ba/F3 V617F tox	NPY1 pot ag	BaF3 tox	S1P4 ag	NPY2 pot ag	CHOP inhibitor	NPY-Y1 antag	S1P4 antagonist
Cc1ccc(CNC(=O)/C=C/c2ccccc2Cl)cc1	-9	2	-25	3	-1.1	-14	16	31*	9
O=C(c1ccc(Sc2cccc(Cl)c2)c([N+](=O)[O-])c1)N1CCN(c2ccccn2)CC1	-3	-2	6	0	1.1	0	-18	-1	-11
CN1c2ccccc2C2(C)CCCC3=Cc4cc([N+](=O)[O-])cc([N+](=O)[O-])c4OC312 (centres undefined)	-17	-2	10	2	-1.5	7	28	3	-8
Cc1ccc(S(=O)(=O)N2CCCCC2)cc1NC(=O)CSc1ncn[nH]1	.	4	-7	10	-1.5	-7	-9	-3	-4
O=C(NCc1ccccc1)c1ccc2nc(-c3ccco3)c(-c3ccco3)nc2c1	-11	-5	-23	0	-5.5	4	42	-4	18
O=C(CN1CCN(c2ccc(Cl)cc2)CC1)NCc1ccccc1	-3	-3	2	3	0.3	-10	1	0	-9
CCCCCn1c(-c2ccco2)nc2nc3ccccc3nc21	-30	-2	-12	6	0.9	-13	39	12	-7
CCn1cc(C(=O)OCC(=O)OC2CC(C)CCC2C(C)C)c(=O)c2ccc(C)nc21 (centres undefined)	-7	-3	-22	5	-0.8	-1	89*	21*	-11
CCC(=O)Nc1nc(C)c(C(=O)N2CCCCC2)s1	-14	-2	17	-3	-0.7	17	10	-1	-2
CCC(C(=O)OCC(=O)Nc1ccc(Cl)c(S(=O)(=O)N(C)C)c1)c1ccccc1 (centres undefined)	-25	-1	-22	5	-0.3	3	66	12	-6
CC(C)OC(=O)c1cc2ccccc2[nH]1	-7	-3	-27	3	1.0	4	26	-4	-15
CCOC(=O)c1c(Nc2ccccc2OCCOC)n[nH]c1C	-3	4	1	1	1.3	0	11	.	6
COc1ccccc1NC(=O)/C=C\C(=O)O	-1	-3	3	5	0.5	-2	-13	1	-17
CSc1nc(C)c(Oc2ccccc2)c(=O)n1C	-14	-3	-36	1	1.1	-10	28	-3	-12
CCCn1nc(C(=O)OCC(=O)c2ccc3c(c2)NC(=O)CO3)c2ccccc2c1=O	7	0	-1	1	1.7	-8	16	1	-27
Cc1ccc(C(=O)NCc2ccco2)cc1S(=O)(=O)N1CCCCC1	-2	4	-26	2	-1.1	-8	60	6	8
O=C(NC1CCCCC1)C(c1cccnc1)N(C(=O)CCl)c1ccc(F)cc1 (centres undefined)	-15	1	4	3	0.0	15	88*	3	-15
COc1ccc(C(=O)n2c(SC)nc3cc4c(cc32)OCCO4)cc1	-12	2	-21	4	2.4	8	-11	3	-7
Brc1ccc(OCc2nc(-c3ccccn3)n[nH]2)cc1	-5	0	-38	5	1.3	-17	55	5	11
CC(NC(=O)c1cccnc1)c1ccc2c(c1)OCO2 (centres undefined)	2	0	16	5	-1.7	5	-15	2	-26
O=[N+]([O-])c1ccc(N2CCCC2)nc1	-5	-3	-11	-2	3.0	3	11	.	0
CCOc1ccc(N2C(=O)CC(N3CCN(c4ccccc4F)CC3)C2=O)cc1 (centres undefined)	-17	2	-10	4	0.2	7	17	-1	0
C/C(=N/NC(=O)c1ccc(Cl)s1)c1ccc(NC(=O)COc2ccc(Cl)cc2)cc1	-13	-4	3	4	-0.1	-3	62	-3	-13
CCN(CC)C(=O)CSC(=Nc1ccccc1F)NC#N	-7	-2	13	2	-0.5	6	-10	-8	-4
COc1ccc(C2NC(=O)NC(C)=C2C(=O)Nc2cccc(C)c2C)cc1 (centres undefined)	-9	0	5	6	1.3	-12	-1	0	-6
Cc1ccc(S(=O)(=O)N2CCN(C(=O)CN3CCCCC3)C2C(C)C)cc1 (centres undefined)	-13	1	0	7	0.5	-5	-1	14	-12
O=C1C2C(C(=O)N1c1ccc3c(c1)OCO3)C1C=CC2C12CC2 (centres undefined)	-3	-2	-5	3	-3.0	13	26	1	-11
COc1cccc(C2CC(C(F)(F)F)n3nc(C(=O)NCc4cccnc4)cc3N2)c1 (centres undefined)	-12	2	14	2	3.3	16	13	-5	-4
Cc1ccc2c(n1)CC(C)(C)CC2=O	-8	-1	15	2	2.6	1	0	-4	-3
O=C(O)c1n[nH]c2ccccc12	-9	1	-14	3	2.7	4	33	8	-2
CN(C)c1ccc(-c2nnn(CC(=O)Nc3ccc4c(c3)OCCO4)n2)cc1	-1	-3	3	5	-2.4	-13	6	5	8
Cc1cc(-n2nc(C)cc2C)n2nc(C)c(-c3ccccc3)c2n1	-13	-1	1	5	2.2	13	42	-1	8
CCOc1ccccc1N1CCN(C(=S)NCc2ccccc2)CC1	-6	0	2	9	3.3	0	5	0	-12
O=C(Nc1ccc(N2CCOCC2)cc1)c1cccc(S(=O)(=O)N2CCCCCC2)c1	3	-3	-9	-1	0.1	9	22	-7	-5
CCS(=O)(=O)NCCc1csc(-c2ccc(OC)c(OC)c2)n1	-6	-1	12	-4	0.0	-3	-2	.	-9
CCC(C)[C@H](NC(=O)OC(C)(C)C)C(=O)N/N=C/c1ccc2nccnc2c1 (some centres undefined)	-14	5	17	6	4.9	10	6	12	-9
C=CCc1cccc2cc(C(=O)N3CCN(C(=O)c4ccco4)CC3)c(=O)oc12	-11	-2	-11	4	-0.3	-13	-12	7	-10
Cn1nccc1NC(=O)CSCC(=O)O	2	3	-3	0	-0.9	1	7	.	-12
COc1ccccc1Nc1nc(NCC(C)C)nc(N)c1[N+](=O)[O-]	-12	-3	17	-3	0.4	25	101*	.	8
CN/N=C(\Cc1nc2ccccc2[nH]1)c1ccc([N+](=O)[O-])cc1	1	2	-4	7	3.3	2	-25	4	6
CC(=O)c1ccc(Sc2ccccc2)cc1	-4	2	13	0	0.8	-3	45	7	-7
COc1ccccc1NC(=O)C1C2C=CC3(CN(Cc4cccnc4)C(=O)C13)O2 (centres undefined)	-8	3	-15	5	-1.8	-4	-5	6	-8
COc1ccc(-n2c(-c3cccc(C)c3[N+](=O)[O-])n[nH]c2=S)cc1	-1	-2	0	0	1.1	-12	-5	1	-7
COc1ccccc1OCCCn1c(=O)oc2ccccc21	-18	-3	-20	3	0.2	1	11	2	-8
COc1ccc(C2=NOC(C(=O)NCc3ccco3)C2)cc1 (centres undefined)	-2	-1	37	3	0.4	-1	0	12	-16
CCOC(=O)c1cccc(N2C(=O)C3C(C(=O)NC4CC4)C4(C)C=CC3(O4)C2C(=O)NC(C)(C)C)c1 (centres undefined)	-6	1	4	4	-1.0	9	15	1	2
CCc1ccccc1NC(=O)CCc1nc(-c2ccc(C)cc2)no1	-8	1	-31	0	1.5	-2	48	5	-4
COc1ccc(Cc2c(O)nc(SCC(=O)NC(C)(C)C)[nH]c2=O)cc1	2	0	25	7	1.3	6	-6	2	-28
CCOC(=O)/C(C#N)=C\c1ccc(N2CCN(C)CC2)cc1	-3	0	8	2	0.6	-13	-4	6	6
COc1cc(C2NC(=O)NC(C)=C2C(C)=O)cc(OC)c1OC (centres undefined)	-11	-6	0	-2	-2.7	3	1	2	8
COC(=O)CNC(=O)CSc1nc(N)cc(=O)[nH]1	-2	-1	14	1	-5.8	3	-18	0	-5
COc1cc(C(=O)Nc2ccc(-n3cnnn3)c(C)c2)cc(OC)c1OC	-9	-2	0	5	-0.5	2	4	-3	-11
COc1ccc(C2Nc3ccccc3C(=O)N2NS(=O)(=O)c2ccccc2)cc1OC (centres undefined)	8	1	-3	3	1.3	-13	-4	1	-7
COc1cc(/C=N/NC(=O)Cn2cnc3c2c(=O)n(C)c(=O)n3C)ccc1O	-10	0	11	0	-1.4	10	14	.	-8
O=C(CC(SCCO)c1ccc2c(c1)OCO2)c1cccs1 (centres undefined)	-3	0	3	-2	-0.6	6	3	0	36*
COc1ccc(/C=N/NC(=O)Cc2csc(Nc3cccc(C(F)(F)F)c3)n2)cc1C	-8	8	-14	8	1.6	-10	81*	3	-6
CCOC(=O)c1cc(-c2csc(-c3ccc(C(C)(C)C)cc3)n2)on1	-6	-4	-3	3	-0.3	-7	35	.	2
O=C1[C@H]2[C@H]3[C@H](O)[C@H](O)C/C(=N\OC[C@@H](O)COCc4ccco4)[C@@H]3CC[C@H]2C(=O)N1c1ccc(F)cc1F	-2	-2	-12	0	-0.1	4	3	-5	7
CC1CCCC(C)N1C(=O)CSc1nnc(NC(=O)Cc2cccs2)s1 (centres undefined)	-35	-2	-10	2	1.5	-2	21	7	-7
O=C(Nc1ccccc1C(F)(F)F)c1cc(-c2ccccc2O)on1	-8	0	33	2	0.3	10	.	-1	-13

(listing goes on)
SMILES	p47phox inh	Ba/F3 V617F tox	NPY1 pot ag	BaF3 tox	S1P4 ag	NPY2 pot ag	CHOP inhibitor	NPY-Y1 antag	S1P4 antagonist
O=C(NCCc1ccccc1)c1ccc2nc(-c3ccco3)c(-c3ccco3)nc2c1	-14	-2	23	7	1.6	-2	-18	5	-3
Cc1ccc(C2CCN(C(=O)Nc3ccc(F)cc3)C2)cc1 (centres undefined)	.	-3	-1	2	-0.1	-10	4	7	-9
COc1cccc(CN2CCNC(=O)C2CC(=O)N(C)CCc2ccccn2)c1OC (centres undefined)	-3	-2	-5	3	-0.1	-13	33	0	-1
CC1CC(C)CN(C(=S)SCc2nc(N)nc(Nc3ccccc3)n2)C1 (centres undefined)	-14	2	12	-1	-0.6	-19	8	.	15
Cc1ccc(C)c2[nH]c(=O)c(CN(Cc3nnnn3C3CCCCC3)CC3CCCO3)cc12 (centres undefined)	-10	-3	-16	1	-0.7	-14	38	3	5
Brc1ccc(-c2nc3ncccn3c2NC2CCCCC2)o1	-11	-2	-9	-1	-0.3	1	30	6	-2
COc1ccc(-c2noc(CN3CCCCC3c3nccn3C)n2)cc1 (centres undefined)	5	2	-25	3	0.6	-22	-2	42*	2
COc1ccc(C(=O)Nc2ccc(Cl)c(S(=O)(=O)Nc3ccccc3OC)c2)cc1	-15	-2	-3	4	2.0	2	48	1	-10
O=C(NCc1ccncc1)C(=O)N/N=C/c1ccc(OCc2ccccc2)cc1	15	-3	-23	6	0.4	4	23	-4	-7
Cc1ccc2c(c1)nnn2C1CCN(CC(=O)NCCc2nc3ccccc3[nH]2)CC1	-9	-1	-16	5	-0.6	9	28	5	6
Cc1cc(O)c(NC(=O)c2ccc(Br)o2)cc1C	-22	1	-4	5	0.8	3	29	6	8
CC1CCCN(C(=O)C2CCN(CC(C)c3ccccc3)CC2)C1 (centres undefined)	10	-3	-10	2	0.8	18	-5	-3	-1

Not a hit list; overall some 7.1% were active at least once.
